High-throughput results from PubChem BioAssay.
RBX1-CUL1 inh = inhibitors of human ROC1-CUL1 ubiquitin ligase activity; in vitro K48 di-Ub FRET, acceptor:donor ratio, 45 min; E3 ubiquitin-protein ligase RBX1 (Homo sapiens) + Cullin-1 (Homo sapiens), P62877+Q13616; actives 0.6% (n = 140,000); inhibition, % at 10 µM; in the data active = inhibition above about 25%
Target sequence (P62877 whole entry, looked up): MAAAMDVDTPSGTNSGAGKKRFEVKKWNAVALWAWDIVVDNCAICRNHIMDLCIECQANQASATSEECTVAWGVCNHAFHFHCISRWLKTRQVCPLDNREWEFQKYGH
Target sequence (Q13616 whole entry, looked up): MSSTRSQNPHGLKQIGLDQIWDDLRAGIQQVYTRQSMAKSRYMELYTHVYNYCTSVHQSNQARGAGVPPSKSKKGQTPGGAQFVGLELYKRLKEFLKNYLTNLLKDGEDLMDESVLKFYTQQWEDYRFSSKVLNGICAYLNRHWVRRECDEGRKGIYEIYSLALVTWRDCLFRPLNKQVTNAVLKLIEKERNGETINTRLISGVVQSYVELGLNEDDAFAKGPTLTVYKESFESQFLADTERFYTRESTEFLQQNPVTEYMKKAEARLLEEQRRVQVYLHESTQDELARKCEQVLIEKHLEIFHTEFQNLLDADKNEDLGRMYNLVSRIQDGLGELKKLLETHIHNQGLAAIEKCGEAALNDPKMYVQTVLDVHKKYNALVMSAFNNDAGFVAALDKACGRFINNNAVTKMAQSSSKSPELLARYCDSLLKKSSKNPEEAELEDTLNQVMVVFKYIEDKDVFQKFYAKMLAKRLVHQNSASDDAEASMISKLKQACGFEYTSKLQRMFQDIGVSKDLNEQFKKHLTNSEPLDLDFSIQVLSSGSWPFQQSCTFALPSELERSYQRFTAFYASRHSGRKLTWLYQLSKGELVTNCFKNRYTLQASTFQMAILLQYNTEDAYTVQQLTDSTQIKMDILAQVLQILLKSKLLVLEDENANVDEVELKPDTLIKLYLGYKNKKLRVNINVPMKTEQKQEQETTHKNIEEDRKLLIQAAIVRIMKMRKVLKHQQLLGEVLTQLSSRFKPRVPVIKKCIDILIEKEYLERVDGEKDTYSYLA
Starred values were filed as active, the others as inactive. The list is partial; the hit share may differ from the screen's.

Start of the data: the first four records as a preview:
RBX1-CUL1 inh,Molecule
-2.4,CS(=O)(=O)c1ccc2nc(NC(=O)c3ccc(S(=O)(=O)N4CCOCC4)cc3)sc2c1
6.2,COc1cccc(CNC(=O)CCc2nnc3n(C)c(=O)c4sccc4n23)c1
18.8,CCOc1cc(/C=C2/C(=O)NN(c3ccc(C(=O)OC)cc3)C2=O)cc(Br)c1OC(C)=O
-0.6,COc1ccc(-c2nc(CNS(=O)(=O)c3ccc(Br)cc3)cs2)cc1

All compounds of this part, repeating the preview:
RBX1-CUL1 inh,Molecule
-2.4,CS(=O)(=O)c1ccc2nc(NC(=O)c3ccc(S(=O)(=O)N4CCOCC4)cc3)sc2c1
6.2,COc1cccc(CNC(=O)CCc2nnc3n(C)c(=O)c4sccc4n23)c1
18.8,CCOc1cc(/C=C2/C(=O)NN(c3ccc(C(=O)OC)cc3)C2=O)cc(Br)c1OC(C)=O
-0.6,COc1ccc(-c2nc(CNS(=O)(=O)c3ccc(Br)cc3)cs2)cc1
7.9,COc1ccc(CCn2c(=O)c3cccnc3n(CC(=O)Nc3ccc(C)c(F)c3)c2=O)cc1OC
-3.0,CN(CCc1cnn(C)c1)C(=O)c1cc(NC(=O)CC2CCCC2)cc2nc(C3CCCO3)n(C)c12 (configuration not stated)
4.5,Cc1sc2c(c1C)c(=O)n(Cc1ccccc1)c(=O)n2CC(=O)Nc1cccc(Cl)c1
17.1,CCCC1OCC2(CO1)COC(CCC)OC2 (configuration not stated)
2.1,CCn1cc(C(=O)NCc2ccc(C)cc2)c(=O)c2cc(S(=O)(=O)N(C)C3CCCCC3)ccc21
2.5,CCN(CC)C1=NC=CC(c2ccccc2)=CC1Cc1ccccc1 (configuration not stated)
4.9,Cc1ccccc1Cc1nn2c(-c3ccccc3)nnc2s1
-5.7,CCOC(=O)c1ccc(-n2c(-c3ccc(C)cc3)c(C)n3c4c(=O)n(C)c(=O)n(C)c4nc23)cc1
7.8,Cc1cc2nc(SCC(N)=O)[nH]c2cc1C
0.3,Cc1cc(C)nc(NC(=O)c2ccc(C(C)(C)C)cc2)n1
-7.3,CC(=O)Nc1ccc(N2C(=O)c3c(Br)c(Br)c(Br)c(Br)c3C2=O)cc1
6.6,COc1ccc(-c2cc3ccccc3oc2=O)cc1
11.3,C=CCOc1ccc(CNc2nccs2)cc1OCC
5.6,COc1ccc(-n2c(SCc3ccccc3)nc3ccccc3c2=O)cc1
3.7,CCCCOc1ccc(C2(CNC(=O)Cc3ccc(OC)c(OC)c3)CCCC2)cc1
4.8,COc1ccc(-c2cn3c(C)csc3n2)cc1
4.2,O=C(Nc1ccccc1F)c1ccc(-c2ccccc2)s1
7.4,C=CCn1c(SCC(=O)c2ccco2)nc2scc(-c3ccccc3)c2c1=O
2.0,COc1ccc(Cn2cc(C(=O)N(C)Cc3ccn[nH]3)nn2)cc1
0.7,Cc1ccc(NC(=O)Cn2nc(C(F)(F)F)c3c2CCCC3)cc1
10.1,CN1C(=O)NC(NC(=O)c2ccc(C(C)(C)C)cc2)(C(F)(F)F)C1=O (configuration not stated)

An excerpt of these results, field by field:
SMILES: C=CCOc1ccc(CNc2nccs2)cc1OCC
  RBX1-CUL1 inh: 11.3
SMILES: COc1cccc(CNC(=O)CCc2nnc3n(C)c(=O)c4sccc4n23)c1
  RBX1-CUL1 inh: 6.2

Carrying on:
RBX1-CUL1 inh,Molecule
-3.8,CC(C)CN(C)CC1(O)CCCN(Cc2cccc(F)c2F)C1=O (configuration not stated)
-0.2,NNc1ncnc2c1NCN2C1OC(CO)C(O)C1O (configuration not stated)
-7.5,CCOC(=O)c1c(NC(=O)CNC2CCCCC2)sc2c1CCCC2=O
-1.1,Fc1cc2cccnc2cc1N1CCOCC1
5.6,Cc1nn2c(-c3cccc(NC(=O)c4ccccc4)c3)nnc2c2ccccc12
-1.8,COc1ccccc1CNC(=O)C1CCN(c2nc3ccc(C)cc3[nH]2)CC1
0.6,COC(=O)CN(C)C(=O)CC(c1ccccc1)c1cccc(Cl)c1 (configuration not stated)
-2.0,Cn1c(=O)c2c(-c3cccc(Br)c3)n(CCO)cc2n(C)c1=O
4.9,O=C(O)CCN1C(=O)c2ccc(NC(=O)CCC3CCCCC3)cc2C1=O
5.3,CN(C)c1ccc(CNc2nc(-c3ccco3)nn2S(=O)(=O)c2ccc3ccccc3c2)cc1
6.1,Nc1nc2ccc(C(=O)NN=C3CCCC3)cc2s1
-3.3,CCC(C)NC(=O)c1cccc(C)c1 (configuration not stated)
-4.0,Cc1ccc(S(=O)(=O)N2CCCc3cc(NC(=O)c4ccc(Cl)cc4)ccc32)cc1
1.2,CN(C)S(=O)(=O)N(CC(=O)NCCSCc1c(F)cccc1Cl)c1ccccc1
-3.3,CCOc1c(Cl)cc(CNc2ncn[nH]2)cc1OC
3.3,c1ccc2sc(N3CCN(c4nc(N5CCOCC5)nc(N5CCOCC5)n4)CC3)nc2c1
3.0,COc1ccc(OC)c(C(=O)CSc2nnc(COc3ccccc3C)o2)c1
0.0,Cc1ccccc1N(CC(=O)NC(C)C)S(C)(=O)=O
-9.3,COCCN(Cc1ccco1)C(=O)c1cc2c(Cl)nc3ccc(C)cc3c2s1
4.1,Cc1cc(C)cc(-n2c(C)c(C)n3c4c(=O)n(C)c(=O)n(C)c4nc23)c1
3.4,CCCCn1c2ccc(Br)cc2c2cc(NC(C)=O)ccc21
3.2,O=C(CO)N/N=C/c1ccccc1C(F)(F)F
-0.8,O=C(c1cccnc1)N1CCCC(CO)(CCc2ccccc2)C1 (configuration not stated)
6.6,C=CCSc1nnc2c(n1)OC(C)Nc1ccccc1-2 (configuration not stated)
-7.6,CC1=NC(=O)CC(c2c(F)cccc2Cl)C1C(=O)OC1CCCCCC1 (configuration not stated)
4.0,CCc1ccc(OCC(=O)Nc2ccc(S(=O)(=O)Nc3nc(C)cc(C)n3)cc2)cc1
2.4,Cn1nnc(-c2ccc(C(=O)N3CCc4[nH]nc(C(C)(C)C)c4C3)cc2)n1
-3.0,CC(C)(C)C1CCc2c(sc(NC(=O)CCC(=O)O)c2C(=O)Nc2ccccc2C(F)(F)F)C1 (configuration not stated)
0.7,Cc1nc(N2CCN(c3cccc(C(F)(F)F)c3)CC2)c2c3c(sc2n1)CCC3
-2.4,COc1ccc(NC(=O)CSc2nc(-c3ccc(OC)c(OC)c3)ccc2C#N)c(OC)c1
11.7,COc1ccc(OC)c(C2C(C(N)=O)C(C)=Nc3nc(-c4cccc(Cl)c4)nn32)c1 (configuration not stated)
0.7,Cn1cc2c(n1)-c1[nH]c3ccccc3c1CC2
-11.0,CN(C(=O)CSc1nc2ccc(NC(=O)COc3ccccc3)cc2s1)c1ccccc1
2.4,CCOC1(OCC)C(C=Cc2ccccc2)C(C#N)(S(=O)(=O)c2ccccc2)C1(OCC)OCC (configuration not stated)
5.6,O=C(NC1CC(=O)N(c2ccc(Cl)cc2)C1)C(=O)c1c[nH]c2ccccc12 (configuration not stated)
2.8,CCOc1ccc(C(=O)Nc2ccc(S(=O)(=O)N3CCC(C)CC3)cc2)cc1OCC
7.9,COc1ccc(C(=O)Cc2nc3ccccc3c(=O)[nH]2)cc1
-4.6,O=C(CSc1nc2ccccc2c2nc(-c3ccccc3)nn12)Nc1ccc(F)cc1
-8.7,COc1ccc(Nc2ncc(C(=O)N3CCN(c4ccc(OC)cc4)CC3)c3ccccc23)cc1
3.8,COc1cccc(C(=O)COC(=O)c2cc(-c3cccs3)nc3ccccc23)c1
3.4,COc1ccc(C(=O)NNC(=O)CSc2nnc(-c3cccnc3)n2-c2ccc(OC)cc2)cc1
0.7,N#Cc1c(NC(=O)C2CC2)sc2c1CCC2
3.8,CC1CCCCN1CN1C(=O)C(=O)c2ccccc21 (configuration not stated)
0.4,COC(=O)c1ccc(NC(=O)Cc2noc3ccccc23)cc1
-0.6,Cc1cc(C)c(NS(=O)(=O)c2ccc(NC(=O)C(c3ccccc3)c3ccccc3)cc2)c(C)c1
-1.7,CCCOc1ccc(C2C(C(=O)c3ccc4c(c3)CC(C)O4)C(=O)C(=O)N2Cc2ccco2)cc1 (configuration not stated)
-3.7,Clc1ccc(-n2nnnc2-c2cnc(N3CCCC3)nc2-c2cccs2)cc1
4.2,CCn1c(SCCOc2ccccc2F)nc2ccccc21
-5.5,Cc1ccc(NC(=O)C(=O)NCCCN2CCOCC2)cc1C
-2.4,COc1cc(/C=N/Nc2ccccc2)ccc1OC(=O)c1ccc(C)c(C)c1

Going on with the list:
RBX1-CUL1 inh,Molecule
-3.3,CCCC(=O)Nc1ccc(CC)cc1
4.0,O=C(NCC1CCN(Cc2cccc(F)c2)CC1)c1cc2ccc3cccnc3c2[nH]1
6.7,CCc1ccc(S(=O)(=O)NCc2nc3cccnc3n2Cc2cccc(OC)c2)cc1
-1.0,Cc1ccc(NC(=O)Nc2ccc3c(c2)nc(C)n3C)cc1
2.0,Clc1ccccc1Cn1c(-c2cccs2)nc2ccccc21
-3.3,O=C(c1ccccc1)C1COC1c1ccccc1 (configuration not stated)
-6.8,COc1cccc(N2C(=O)C3C(c4cccc(Cl)c4Cl)OC4(C(=O)c5ccccc5C4=O)C3C2=O)c1 (configuration not stated)
-8.2,COc1ccc(C)cc1NC(=O)CN1C(=O)CCc2cc(S(=O)(=O)N3CCOCC3)ccc21
2.6,COc1ccc(CCNC(=O)C(=O)Nc2ccc(C)c(C)c2)cc1
4.0,CCC(=O)Nc1ccc(CC)cc1-c1nc2ccccc2n(CC(=O)Nc2cccc(OC)c2)c1=O
-6.3,Cc1cccc(NC(=O)C(=O)NCC(c2cccnc2)N2CCOCC2)c1 (configuration not stated)
14.8,O=C(CCCN1CCN(CCO)CC1)c1ccc(C2CCCC2)cc1
-5.0,Cc1ccc(-c2nn3c(nc4nc5ccccc5nc43)s2)cc1
-13.6,Fc1cc(-c2nc3ncc(Br)cc3[nH]2)c(F)c(F)c1F
-0.2,O=C(Cn1ncc2c3ccccc3n(Cc3ccccc3)c2c1=O)NCc1cccs1
6.3,Cc1ccc(C)c(NC(=O)CSc2nnc3[nH]c(=O)cc(-c4ccccc4)n23)c1
6.4,CN(Cc1cnn(C)c1)C(=O)c1csc2nc(-c3ccccc3F)cn12
2.9,Cc1ccc(C)c(C(C)NC(=O)C2C3CCC(O3)C2C(=O)O)c1 (configuration not stated)
6.4,O=C(/C=C/c1ccc(Cl)cc1Cl)Nc1ccncc1
2.9,CCOCCCNCc1c(F)cccc1Cl
0.4,CC(C)C(=O)Nc1ccccc1C(=O)OCc1cc(=O)n2nc(C3CC3)sc2n1
5.7,COC(=O)c1c(NC(=O)COc2ccc(C(C)C)cc2)sc2c1CCC2
-2.3,CCN1CCN(c2ccc(-c3nc(-c4ccccc4C)no3)cn2)CC1
-0.6,COc1ccc(CNC(=O)C2CCN(S(=O)(=O)c3cn(C)cn3)CC2)cc1
3.4,O=C(NCCC1=CCCCC1)c1ccc2c(c1)N(Cc1ccc(F)cc1)C(=O)c1ccccc1S2(=O)=O

In a second layout: results already given
Cc1ccc(C)c(NC(=O)CSc2nnc3[nH]c(=O)cc(-c4ccccc4)n23)c1
- RBX1-CUL1 inh = 6.3

CN(Cc1cnn(C)c1)C(=O)c1csc2nc(-c3ccccc3F)cn12
- RBX1-CUL1 inh = 6.4

Cc1ccc(C)c(C(C)NC(=O)C2C3CCC(O3)C2C(=O)O)c1 (configuration not stated)
- RBX1-CUL1 inh = 2.9

O=C(/C=C/c1ccc(Cl)cc1Cl)Nc1ccncc1
- RBX1-CUL1 inh = 6.4

Continuation.
RBX1-CUL1 inh,Molecule
-1.3,O=C(O)c1ccc(N2N=C(c3ccc4c5c(cccc35)C(=O)N(c3ccccc3)C4=O)CC2c2ccccc2)cc1 (configuration not stated)
-0.8,CCCn1ncc(CN2CCC(CCC(=O)NCCOC)CC2)c1C
-3.5,O=C(c1ccc(N2CCC(NC(c3ccccc3)c3ccccc3)CC2)cc1)N1CCOCC1
13.0,COc1cccc(N=NC2C(=O)N(C(N)=S)N=C2C)c1 (configuration not stated)
0.2,COc1cccc(C(=O)CC=Nc2ccccc2OC)c1
-8.7,CCN(CC)c1ccc(C2C3C(=O)CC(c4ccccc4)CC3=Nc3ccccc3N2C(=O)c2ccccc2)cc1 (configuration not stated)
-9.9,CC(=O)Oc1cc(C)cc2oc(=O)cc(C)c12
-9.3,COc1ccccc1N1CCN(C(CNC(=O)C(=O)NCc2cccnc2)c2cccnc2)CC1 (configuration not stated)
-8.3,CCc1ccc(S(=O)(=O)c2nnn3c2nc(Nc2ccc(F)cc2)c2cc(Cl)ccc23)cc1
4.9,COc1cc2c(C)cc(=O)oc2c2c(C)coc12
-1.5,CC(C)OC(=O)c1c(NC(=O)COc2cccc(Br)c2)sc2c1CCCC2
-9.1,Cc1ccc(-n2c(=O)c3c(cnn3C)n(CC(=O)Nc3ccc(C)cc3C)c2=O)cc1
-10.9,COc1ccc(CCCc2nnc(SCC(=O)Nc3cccc(C)c3)o2)cc1C
5.9,Cc1ccccc1Cn1c(=O)n(Cc2ccc3c(c2)OCO3)c(=O)c2oc3ccccc3c21
-7.0,Cc1ccc(NC(=O)C2(NC(=O)c3ccccn3)CCCCC2)cc1Br
-1.6,COc1ccc2c(c1)c(N1CCCC1=O)c(C(=O)Nc1ccccc1C(F)(F)F)n2C
-1.4,O=C1NN(c2ccccc2)C(=O)/C1=C/c1cc(Br)ccc1OCc1c(Cl)cccc1Cl
-0.4,O=C(NCc1ccccc1F)C(=O)NCC(c1cccs1)S(=O)(=O)c1cccs1 (configuration not stated)
-6.5,CC(=O)Nc1nnc(SCC(=O)n2c3c(c4ccccc42)CCCC3)s1
5.8,CCOC(=O)c1cnc2ccccc2c1NCCc1ccc(OC)c(OC)c1
6.1,Nc1c(Br)cc(C(=O)OCC(=O)c2ccc(Br)cc2)cc1Br
